High-throughput results as filed in PubChem BioAssay.
C diff HTS – C. difficile growth inhibition; Clostridium difficile clinical isolate growth, OD600, 24 h; stronger effect = lower value; growth activity, negative = inhibition, % at 16 µg/mL (by protocol); hit rate 0.25% among 86,000; AID 1259249;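 active = mean growth activity at or below -80% and every replicate also at or below -80%; inconclusive = mean at or below -80% but some replicate above -80%; inactive = mean growth activity above -80%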;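 also: 0% = DMSO wells and -100% = levofloxacin 16 µg/mL wells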
Pf Dd2 inh – P. falciparum Dd2 growth inhibition; AID 1159554; activity change, % at 10 µM; hit rate 2.3% among 94,000; SYBR Green, 72 h; stronger effect = lower value; in the data active = activity change below about -80%; inconclusive = no clear call, values can overlap the other calls
T cruzi growth – inhibitors of T. cruzi proliferation; T. cruzi beta-gal in NIH3T3, GalScreen luminescence, 90 h; inhibition, % at 8.34 µM; hit rate 5.9% among 77,000;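 active = mean inhibition above about 93%, with at least 55% of replicates each passing it, limit read from the data, passing the limit was not always enough; inconclusive = only one of those two conditions holds; inactive = neither condition holds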
GASC1 inh – KDM4C (human) demethylase inhibition | Q9H3R0 | GST-KDM4C 2-372, H3K9me3 peptide, LANCE TR-FRET | inhibition, % at 12.5 µM | hit rate 0.15% among 96,000 | AID 720574;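 active = mean replicate inhibition above about 25%, with at least 55% of replicates also reaching it, limit read from the data, passing the limit was not always enough; inconclusive = only one of those two conditions met; inactive = neither condition met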
Target sequence (Q9H3R0 2-372 limits assumed): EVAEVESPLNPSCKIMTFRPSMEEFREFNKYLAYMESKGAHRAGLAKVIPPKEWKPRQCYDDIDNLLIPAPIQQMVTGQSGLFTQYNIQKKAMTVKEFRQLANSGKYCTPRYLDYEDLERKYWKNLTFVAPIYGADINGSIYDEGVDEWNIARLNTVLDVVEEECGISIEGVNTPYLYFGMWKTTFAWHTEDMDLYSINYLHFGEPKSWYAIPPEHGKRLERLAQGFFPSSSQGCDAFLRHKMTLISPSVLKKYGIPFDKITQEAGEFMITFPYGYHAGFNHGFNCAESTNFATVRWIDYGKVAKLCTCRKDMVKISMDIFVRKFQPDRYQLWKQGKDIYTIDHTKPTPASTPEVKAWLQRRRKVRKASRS
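Material: GST-tagged GASC-1 (JMJD2C) catalytic fragment, aa 2-372. Input: enzyme final amount 10 nM. Medium: HEPES buffer, pH 7.5, plus ascorbate. Reagent: H3K9me3 peptide substrate, Fe(II), 2-oxoglutarate. Doses: single dose. Times: reaction 30 min RT, detection step 1 h RT. Measured by: LANCE TR-FRET. Evaluation: Fall in 671/618 emission ratio as inhibition.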
Starred values were filed as active, the others as inactive; ? = inconclusive; · = not tested or not shown; & = joins results of further samples.

SMILES	C diff HTS	Pf Dd2 inh	T cruzi growth	GASC1 inh
C[C@H]1CN([C@@H](C)CO)S(=O)(=O)c2ccc(C#CC3(O)CCCC3)cc2O[C@H]1CN(C)C(=O)Nc1ccccc1	-4.9	-27.5	-76.3	3.5
COc1cc(CN2CC3(CCN(C(C)=O)CC3)c3c([nH]c4cc(OC)ccc34)[C@H]2CO)cc(OC)c1	3.0	-56.0	·	-0.6
Cc1noc(C)c1S(=O)(=O)Nc1ccc2c(c1)CC(=O)N([C@@H](C)CO)C[C@H](C)[C@H](CN(C)C(=O)Nc1ccc(C(F)(F)F)cc1)O2	-9.0	20.0	5.6	-1.2
CC(=O)Nc1ccc2c(c1)C(=O)N(C)[C@H]1CC[C@H](CC(=O)NCc3ccccc3Cl)O[C@@H]1CO2	-1.3	10.4	-4.0	3.6
COc1ccc(S(=O)(=O)Nc2ccc3c(c2)C(=O)N([C@@H](C)CO)C[C@@H](C)[C@H](CN(C)Cc2ccc(C(=O)Nc4ccccc4N)cc2)OCCCC[C@@H](C)O3)cc1	0.5	?	62.4	1.3
C[C@H](CO)N1C[C@H](C)[C@@H](CN(C)S(=O)(=O)c2cccs2)Oc2c(NC(=O)C3CCCCC3)cccc2C1=O	5.3	25.4	·	0.3
C[C@@H]1CN([C@H](C)CO)C(=O)Cc2cc(NC(=O)Nc3ccc4c(c3)OCO4)ccc2O[C@@H]1CN(C)Cc1ccc(Cl)c(Cl)c1	14.9	-1.1	84.2	0.6
CC(C)(O)C#Cc1ccc([C@H]2[C@@H](CO)N3CCCCN(C(=O)c4cccc(F)c4)C[C@@H]23)cc1	2.8	18.7	102.6*	1.4
CCC(=O)N(C)C[C@@H]1Oc2ncc(-c3ccccc3OC)cc2C(=O)N([C@@H](C)CO)C[C@@H]1C	2.0	13.6	-12.2	-1.4
C[C@H](CO)N1C[C@H](C)[C@@H](CN(C)S(=O)(=O)c2ccc(Cl)cc2)Oc2ccc(NC(=O)CCN3CCOCC3)cc2CC1=O	-3.8	-43.5	-2.8	-0.5
COc1cccc(-c2ccc([C@H]3[C@H](CO)N4CCCCN(C(=O)NC(C)C)C[C@@H]34)cc2)c1	-12.5	22.5	108.2*	-1.5
COc1ccc(NC(=O)Nc2ccc3c(c2)C(=O)N([C@H](C)CO)C[C@H](C)[C@@H](CN(C)C(=O)Nc2ccccc2)OCCCC[C@@H](C)O3)cc1	-0.4	-24.6	12.6	-0.6
N#Cc1cccc(-c2ccc(C3[C@H]4CNC[C@@H]3N4C(=O)Nc3cccc(F)c3)cc2)c1 (stereo partly specified)	3.1&39.2	11.6&-26.0	·	-2.5
C[C@@H]1CCCCO[C@H](CN(C)C(=O)Nc2cccc3ccccc23)[C@H](C)CN([C@H](C)CO)C(=O)c2cc(NS(=O)(=O)c3ccccc3)ccc2O1	·	-79.0	·	0.2
CC(C)NC(=O)N(C)C[C@H]1Oc2c(NS(=O)(=O)c3ccc(F)cc3)cccc2C(=O)N([C@@H](C)CO)C[C@H]1C	-0.1	0.8	·	0.3
COc1ccccc1-c1cn(CC[C@H]2CC[C@@H](NC(=O)c3ccccc3F)[C@H](CO)O2)nn1	3.0	-18.3	·	0.3
O=C(c1ccccc1)N1C[C@@H]2[C@H](c3ccccc31)[C@H](CO)N2Cc1ccccc1F	4.3	-14.3	-3.9	-3.3
CCCNC(=O)N1C[C@@H]2[C@H](c3ccccc31)[C@@H](CO)N2CC1CCCC1	0.4	-11.9	-9.3	-1.3
COc1ccc(CN(C)C[C@@H]2Oc3c(NS(=O)(=O)c4ccc(Cl)cc4)cccc3C(=O)N([C@@H](C)CO)C[C@H]2C)cc1	4.0	-0.8	83.3	-1.9
CCCC#Cc1cnc2c(c1)C(=O)N([C@@H](C)CO)C[C@@H](C)[C@@H](CN(C)S(=O)(=O)c1cn(C)cn1)O2	2.9	22.6	·	0.5
CNC[C@@H]1OCCCC[C@H](C)Oc2ccc(NC(=O)c3ccccc3)cc2C(=O)N([C@@H](C)CO)C[C@@H]1C	-2.3	7.1	30.7	-0.2
CCC(=O)Nc1ccc2c(c1)OC[C@H](C)N(C(=O)NC(C)C)C[C@H](C)[C@H](OC)CN(C)C2=O	·	-4.5	47.5	1.5
C[C@@H]1CCCCO[C@@H](CN(C)C(=O)Cc2ccccc2)[C@H](C)CN([C@H](C)CO)C(=O)c2cc(NS(=O)(=O)c3ccc(Cl)cc3)ccc2O1	7.6	-25.8	93.3	-0.1
Cc1ccc(S(=O)(=O)Nc2ccc3c(c2)C(=O)N([C@H](C)CO)C[C@H](C)[C@H](CN(C)Cc2ccncc2)OCCCC[C@H](C)O3)cc1	·	-30.6	32.3	1.5
C[C@@H]1CCCCO[C@H](CN(C)Cc2ccncc2)[C@@H](C)CN([C@@H](C)CO)C(=O)c2cc(NS(C)(=O)=O)ccc2O1	-0.5	43.3	52.6	0.3
CO[C@H]1CN(C)C(=O)c2cc(NC(=O)C3CC3)ccc2OC[C@H](C)N(Cc2ccc(F)cc2)C[C@H]1C	·	·	23.6	-0.6
Cc1noc(C)c1NC(=O)Nc1ccc2c(c1)C(=O)N([C@H](C)CO)C[C@H](C)[C@H](CN(C)C(=O)Nc1ccccc1)OCCCC[C@H](C)O2	-2.7	-12.0	-30.1	-1.2
CO[C@@H]1CN(C)C(=O)c2cc(NS(=O)(=O)c3cccc(C)c3)ccc2OC[C@@H](C)NC[C@@H]1C	·	13.4	-16.7	-0.5
CN1[C@H](C(=O)NCc2ccccn2)[C@@H](CO)[C@@H]2Cn3c(ccc(-c4cccc(F)c4)c3=O)[C@@H]21	-9.1	·	111.0*	4.5
CS(=O)(=O)Nc1ccc2c(c1)[C@H]1C[C@@H](CC(=O)NCc3ccccn3)O[C@@H](CO)[C@H]1O2	1.5	10.2	2.7	-1.5
CN1c2ccc(-c3cccc(F)c3)cc2[C@H]2[C@H](CCN2C(=O)C2CC2)[C@H]1CO	12.4	0.2	65.8	-2.3
C[C@H]1CCCCO[C@H](CN(C)C(=O)c2ccncc2)[C@@H](C)CN([C@@H](C)CO)C(=O)c2cc(NC(=O)c3ccncc3)ccc2O1	-6.1	18.4	19.2	1.2
COc1ccc2c3c([nH]c2c1)[C@@H](CO)N(Cc1ccccc1)CC31CCN(C(=O)Nc2cccc(F)c2)CC1	26.5	-73.3	·	-3.8
C[C@@H]1CN([C@H](C)CO)C(=O)c2cc(Br)cnc2O[C@@H]1CN(C)Cc1ccc(-c2ccccc2)cc1	-6.1	-50.8	13.8	-1.4
C[C@H](CO)N1C[C@H](C)[C@H](CN(C)S(=O)(=O)c2ccc(F)cc2)OCCCC[C@H](C)Oc2ccc(NC(=O)Nc3ccc4c(c3)OCO4)cc2C1=O	0.5	-39.1	105.6*	12.6
COc1ccc2c3c(n(C)c2c1)[C@@H](CO)N(C(=O)Nc1ccc(F)cc1)CC31CCN(S(=O)(=O)c2cccs2)CC1	-1.5	-65.7	·	0.2
C[C@H](CO)N1C[C@H](C)[C@H](CN(C)C(=O)Nc2ccccc2)OCc2ccccc2-c2ccccc2C1=O	·	52.2	44.4	-3.7
COc1ccc(S(=O)(=O)Nc2cccc3c2O[C@H](CN(C)Cc2ccc(Oc4ccccc4)cc2)[C@@H](C)CN([C@H](C)CO)C3=O)cc1	3.8	-22.5	50.5	-2.1
CN1CCN(C(=O)C[C@H]2C[C@H]3c4cc(NC(=O)Nc5ccc(F)cc5)ccc4O[C@H]3[C@H](CO)O2)CC1	2.0	-0.2	-36.2	-1.7
COc1ccccc1CN1[C@H](CO)[C@H]2c3ccccc3N(C(=O)C3CCCCC3)C[C@H]21	6.1	-22.0	47.8	1.1
COCC(=O)N1CCC2(CC1)CN(S(C)(=O)=O)[C@H](CO)c1[nH]c3cc(OC)ccc3c12	-4.5	34.7	·	0.7
CC(=O)N[C@@H]1CC[C@@H](CCNC(=O)C2CCC2)O[C@H]1CO	-1.3	-14.7	·	-2.3
C[C@@H]1CN([C@@H](C)CO)C(=O)Cc2cc(NS(=O)(=O)c3ccccc3)ccc2O[C@H]1CN(C)C(=O)Nc1cccc2ccccc12	-14.4	-40.1	-4.7	-0.9
CCC(=O)N1CC2(C1)CN(Cc1cc(F)ccc1F)[C@@H](CO)c1[nH]c3cc(OC)ccc3c12	2.5	-89.9*	·	-1.5
O=C(NC[C@@H]1CC[C@H]2[C@H](CN2Cc2cccc(Cl)c2)O1)C1CCC1	-1.5	-6.1	·	·
Cc1noc(C)c1NC(=O)Nc1cccc2c1O[C@H](CN(C)C)[C@@H](C)CN([C@H](C)CO)C2=O	-1.7	23.6	·	0.0
C[C@@H]1CN([C@@H](C)CO)C(=O)c2cc(C#C[C@@H](C)O)cnc2O[C@@H]1CN(C)CC1CCOCC1	0.7	41.4	·	-2.2
C[C@H]1CN([C@@H](C)CO)C(=O)c2cc(C#Cc3ccccc3)cnc2O[C@@H]1CN(C)Cc1ccccn1	-8.3	-56.4	60.7	-0.6
C[C@@H]1CN([C@H](C)CO)C(=O)c2cc(NC(=O)c3ccncc3)ccc2O[C@@H](C)CCCCO[C@@H]1CN(C)Cc1ccncc1	6.6	1.7	-16.0	2.5
Cc1noc(C)c1NC(=O)Nc1ccc2c(c1)C(=O)N([C@H](C)CO)C[C@@H](C)[C@@H](CN(C)S(=O)(=O)c1cn(C)cn1)O2	5.6	12.9	57.9	-1.5

Complete entries from above:
Profile of `CCC(=O)N1CC2(C1)CN(Cc1cc(F)ccc1F)[C@@H](CO)c1[nH]c3cc(OC)ccc3c12` → C diff HTS = 2.5; Pf Dd2 inh = -89.9*; T cruzi growth = ·; GASC1 inh = -1.5
Profile of `C[C@@H]1CN([C@@H](C)CO)C(=O)c2cc(C#C[C@@H](C)O)cnc2O[C@@H]1CN(C)CC1CCOCC1` → C diff HTS = 0.7; Pf Dd2 inh = 41.4; T cruzi growth = ·; GASC1 inh = -2.2

(next part)
SMILES	C diff HTS	Pf Dd2 inh	T cruzi growth	GASC1 inh
O=C(C[C@H]1CC[C@H]2[C@@H](COC[C@H](O)CN2Cc2cccc(Cl)c2)O1)N1CCOCC1	·	-3.0	41.1	0.7
Cc1ccc(-c2cnc3c(c2)C(=O)N([C@@H](C)CO)C[C@H](C)[C@@H](CN(C)C(=O)c2ccc(F)cc2)O3)cc1	·	-25.6	93.2	4.8
CS(=O)(=O)N1C[C@H](O)COC[C@@H]2O[C@@H](CC(=O)NCc3ccc(-c4ccccc4)cc3)CC[C@H]21	-1.5	-0.4	39.0	-1.8
COCC(=O)Nc1ccc2c(c1)OC[C@@H](C)N(C(=O)COC)C[C@H](C)[C@@H](OC)CN(C)C2=O	·	11.0	·	0.7
COc1ccccc1NC(=O)N1CCCCN2[C@H](CO)[C@H](c3ccc(C#CC4CCCC4)cc3)[C@H]2C1	55.4	-74.8	78.8	-1.2
C[C@@H]1CN([C@H](C)CO)C(=O)c2cccc(NS(=O)(=O)c3ccc(F)cc3)c2O[C@H]1CN(C)C(=O)Nc1ccc(C(F)(F)F)cc1	0.5	-15.0	30.4	-0.6
C[C@H](CO)N1C[C@H](C)[C@@H](CN(C)CC2CC2)OCCCC[C@H](C)Oc2ccc(NS(=O)(=O)c3ccc(F)cc3)cc2C1=O	-2.5	-41.5	44.7	2.2
O=C(Cc1ccccn1)N1[C@H](CO)[C@H]2c3ccccc3NC[C@H]21	-9.6	-14.1	16.3	1.2
C[C@@H]1CN([C@@H](C)CO)C(=O)c2cccc(N(C)C)c2O[C@@H]1CN(C)Cc1ccc(C(=O)O)cc1	-0.9	6.1	57.7	0.0
C[C@H](CO)N1C[C@H](C)[C@H](CN(C)CC2CCCCC2)OCCCC[C@H](C)Oc2ccc(NC(=O)Nc3ccccc3)cc2C1=O	21.3	-77.1	?	1.0
C[C@@H]1CN([C@H](C)CO)S(=O)(=O)c2ccc(C#CC3CC3)cc2O[C@H]1CN(C)C(=O)CN(C)C	-11.9	-51.9	6.4	-0.1
O=C(CC1CC1)N1CC(=O)N2[C@H](C1)[C@H](c1ccc(C#Cc3cccc(F)c3)cc1)[C@@H]2CO	6.3	-16.4	·	-0.8
COCC(=O)N1C[C@H](C)[C@@H](OC)CN(C)C(=O)c2cc(NC(=O)c3ccc(OC)cc3)ccc2OC[C@@H]1C	·	19.9	6.5	-1.6
C[C@@H]1CN([C@@H](C)CO)C(=O)CCCn2cc(nn2)CO[C@@H]1CN(C)Cc1ccc2cccnc2c1	-5.2	13.3	-20.7	1.1
COC(=O)N(C)C[C@H]1OCc2ccccc2-c2c(n(C)c3ccccc23)C(=O)N([C@H](C)CO)C[C@H]1C	·	-39.4	-11.3	1.5
COc1ccc(S(=O)(=O)Nc2ccc3c(c2)C(=O)N([C@H](C)CO)C[C@@H](C)[C@H](CN(C)S(=O)(=O)c2ccc(OC)cc2)OCCCC[C@H](C)O3)cc1	-2.8	-73.8	99.8*	-0.5
